Bioassay records: PubChem, National Center for Advancing Translational Sciences (NCATS)
A549 viability: counter-screen for Nrf2 inhibitors: cytotoxicity in A549 cells; A549 ARE-Fluc cells, CellTiter-Fluor viability, 18-24 h; Potency, µM (top dose mostly 46 µM), for the others: top-dose activity change, negative = cytotoxicity, hits mostly inhibitors; 390,000 tested, 0.16% active; also: % is scaled to controls: 0 for no effect and ±100 for the full control effect
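Cytotoxicity counterscreen: CellTiter-Fluor fluorescence was measured in A549 ARE_Fluc cells after 18-24 h of compound exposure in a concentration series. The subsequent BugLite luminescent read reports ARE-luciferase activity.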
TGFb inhibitor: TGF-b pathway inhibition; HepG2 CAGA-GFP TGF-b/SMAD3 reporter, GFP fluorescence, 18 h; TGF-beta stimulated, 500 pg/mL final; Potency, µM (series often up to 46.1 µM), without a hit: at the highest dose activity, negative = inhibition, actives largely listed as inhibitors; 410,000 tested, 1.2% active; AID 588855; also: % is scaled to controls: 0 for no effect and ±100 for the full control effect; nearly all actives have a fitted effect of over 65% in size
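HEPG2 CAGA-GFP reporter cells (1000/well, DMEM with 1% FBS) received compounds, then recombinant TGF-beta at 500 pg/mL final for 18 hours at 37 degrees C. Per-cell GFP summed per well was normalised to unstimulated and stimulated DMSO controls before curve fitting.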
MCF10A rerep: induces DNA re-replication in MCF 10a normal breast cells | MCF 10A DNA re-replication, Hoechst nuclear intensity, 48 h | Potency, µM (highest dose often 46.1 µM), for inactives: top-dose activity, positive = re-replication, hits mostly activators | 350,000 tested, 2.9% active | AID 624296; also: % of control where 0% means no effect; nearly all actives have a fitted effect of over 50% in size
EPAC2 antag: EPAC2 (human) antagonism | 360,000 tested, 0.18% active | EPAC2 GEF exchange of Rap1B-BODIPY-GDP, fluorescence | Q8WZA2 | Potency, µM (doses to about 114 µM), for the others: top-dose activity, negative = inhibition, actives largely listed as inhibitors | AID 720708; also: % is scaled to controls: 0 for no effect and ±100 for the full control effect; nearly all actives have a fitted effect of over 45% in size; many of its hits are not listed in these tables
Target sequence (Q8WZA2 whole entry, looked up): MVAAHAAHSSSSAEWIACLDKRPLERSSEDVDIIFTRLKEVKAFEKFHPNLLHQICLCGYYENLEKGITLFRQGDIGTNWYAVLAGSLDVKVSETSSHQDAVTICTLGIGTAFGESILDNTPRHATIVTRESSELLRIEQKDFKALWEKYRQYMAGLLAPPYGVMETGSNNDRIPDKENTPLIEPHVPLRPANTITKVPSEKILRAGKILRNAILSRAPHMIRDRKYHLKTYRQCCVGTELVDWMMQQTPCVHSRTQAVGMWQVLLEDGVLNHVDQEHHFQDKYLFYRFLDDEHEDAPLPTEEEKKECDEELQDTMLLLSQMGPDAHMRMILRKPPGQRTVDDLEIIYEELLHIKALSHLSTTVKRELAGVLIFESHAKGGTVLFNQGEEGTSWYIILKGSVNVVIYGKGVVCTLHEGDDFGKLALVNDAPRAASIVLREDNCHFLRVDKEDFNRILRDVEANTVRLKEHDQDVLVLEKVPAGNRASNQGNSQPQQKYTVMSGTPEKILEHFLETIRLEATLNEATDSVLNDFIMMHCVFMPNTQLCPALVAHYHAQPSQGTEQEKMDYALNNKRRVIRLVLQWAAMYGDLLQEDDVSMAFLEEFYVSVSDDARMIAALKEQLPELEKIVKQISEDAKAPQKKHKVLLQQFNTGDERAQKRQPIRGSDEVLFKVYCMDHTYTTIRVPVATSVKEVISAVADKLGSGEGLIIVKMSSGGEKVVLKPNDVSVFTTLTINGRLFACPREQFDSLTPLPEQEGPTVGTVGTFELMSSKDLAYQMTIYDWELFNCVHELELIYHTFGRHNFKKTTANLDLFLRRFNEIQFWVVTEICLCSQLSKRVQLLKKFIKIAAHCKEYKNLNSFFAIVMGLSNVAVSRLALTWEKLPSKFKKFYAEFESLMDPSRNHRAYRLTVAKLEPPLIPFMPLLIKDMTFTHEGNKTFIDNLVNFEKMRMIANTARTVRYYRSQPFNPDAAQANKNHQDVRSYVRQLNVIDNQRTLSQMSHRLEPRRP
Nrf2 block: Nrf2 pathway inhibition; A549 ARE-Fluc reporter, luciferase luminescence, 18-24 h; Potency, µM (series often up to 46 µM), without a hit: at the highest dose activity change, negative = inhibition, most hits filed as inhibitors; 360,000 tested, 2.1% active; AID 504444; also: % is scaled to controls: 0 for no effect and ±100 for the full control effect; nearly all actives have a fitted effect of over 60% in size
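Reporter: ARE-Fluc in A549. Exposure: 18-24 h, 37 °C, 5% CO2, 5% FBS OPTI-MEM. Readouts: fluorescent cytotoxicity (CellTiter-Fluor), then luminescent Nrf2 signal after BugLite.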
ATXN viability: cell viability loss in ATXN counter-screen; S2 cells (HEK-293 line with an ATXN2-luciferase reporter) viability, CellTiter-Fluor protease fluorescence, 24 h; Potency, µM (series often up to 56.7 µM), actives largely listed as cytotoxic; 400,000 tested, 0.49% active; AID 651635; also: nearly all actives have a fitted effect of over 40% in size
Nrf2 activator: Nrf2 pathway activation; AREc32 ARE-luciferase reporter (MCF7-derived line), luminescence, 24 h; Potency, µM (highest dose often 46.1 µM), without a hit: top-dose activation, actives largely listed as activators; 410,000 tested, 0.31% active; also: % of control where 0% means no effect; nearly all actives have a fitted effect of over 65% in size
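Each well held 1000 AREc32 cells, which were incubated with compound for 24 hr at 37 deg C after overnight attachment, and ARE reporter activity was quantified by firefly luciferase luminescence.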
ATXN2 expr inh: ATXN2 expression inhibition | HEK-293 ATXN2-luciferase reporter, luminescence, 24 h | Potency, µM (titrated, usually from 57 µM), for the others: top-dose activity change, negative = inhibition, usual class: inhibitors | 360,000 tested, 0.72% active | AID 1745845; also: % is scaled to controls: 0 for no effect and ±100 for the full control effect; nearly all actives have a fitted effect of over 55% in size
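qHTS (up to 57 uM final) was run with 24 h compound exposure of reporter cells at 37 °C. Each well was multiplexed: SteadyGlo luminescence measured ATXN2-luciferase expression after a fluorogenic Gly-Phe-AFC viability readout (25 uM final).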
HepG2 viability: HepG2 cytotoxicity, counter-screen for TGF-b inhibitors. 410,000 tested, 0.76% active. HepG2 CAGA-GFP viability, ATP luminescence, 18 h. AID 588856. Potency, µM (doses to about 46.1 µM), without a hit: top-dose activity change, negative = cytotoxicity, most hits filed as cytotoxic; also: some results filed as inactive show a strong effect at the top dose
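CellTiter-Glo luminescence gave cytotoxicity after 18 hours at 37 degrees C. The cells were HepG2 CAGA-GFP in 1% FBS DMEM, stimulated with 500 pg/mL TGF-beta after compound addition. %Activity was normalised to no-cell wells (complete cell-killing) and DMSO (no toxicity), and curves were fitted and classified.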
An asterisk follows results filed as active; i = inactive; ? = inconclusive; . = not tested or not shown; [ ] = dose if it differs, or a comment. Calls follow the shape of the dose curve; as a rule, active = well fitted curve in the direction sought with a large enough effect; inconclusive = small, poorly fitted or top-dose-only effect, or another doubt; inactive = no such curve, though single readings can be large; an effect the other way counts as inactive or inconclusive. Potency is read from the fitted curve at half-maximal effect. Some of the compounds tested. The share of hits here may be higher or lower than overall.

SMILES	A549 viability	TGFb inhibitor	MCF10A rerep	EPAC2 antag	Nrf2 block	ATXN viability	Nrf2 activator	ATXN2 expr inh	HepG2 viability
O=C(NCCCN1CCOCC1)c1ccc(CS(=O)(=O)Cc2ccc(Cl)cc2)o1	14%	7%	5%	-4%	-17%	i	-0.3%	-2%	1%
COc1ccc(S(=O)(=O)N2CCC3(CC2)OCCN3S(=O)(=O)c2ccc(OC)cc2)cc1	-7%	2%	5%	-2%	-23%	i	-0.5%	-7%	-1%
CC1(C)CC(=O)C2=C(C1)N(C1CCCCC1)C(=O)C2(O)C(F)(F)F (centres undefined)	3%	-3%	0%	9%	7%	.	-0.4%	.	3%
CCOc1ccc(S(=O)(=O)N2CCCC(C(=O)NCc3ccncc3)C2)cc1 (centres undefined)	-9%	7%	-1%	13%	-25%	i	-0.2%	12%	27%
COc1ccc(S(=O)(=O)N2CCN(C(=O)Cc3ccsc3)CC2)cc1	-1%	-4%	8%	0%	-12%	i	-0.2%	4%	8%
Cc1ccccc1CNC(=O)c1ccccc1N	-1%	?	-1%	13%	-24%	i	0.4%	16%	-1%
COc1ccc(C(=O)NCc2c(C)nn(Cc3ccccc3)c2C)cc1S(=O)(=O)N1CCOCC1	-15%	0%	15µM*	-3%	-27%	i	-0.7%	.	-4%
CCSc1nc2ccccc2n1CC(=O)N1CCOCC1	-10%	-2%	-1%	-2%	-17%	i	0.0%	-6%	-8%
CCOc1ccc(CNc2ccc3c(c2)nc(C)n3C)cc1	4%	4%	1%	13%	.	i	3.1%	4%	1%
COCCNC(=O)c1ccc(-c2nc(CN3CCc4ccccc43)c(C)o2)cc1	0%	-13%	.	.	.	i	-0.2%	-22%	-33%
Cc1ccccc1-c1cc(C(=O)NCC2CC2)nn1CC1CC(c2cccc([N+](=O)[O-])c2)=NO1 (centres undefined)	-3%	?	12%	-3%	?	?	4.0%	-18%	-2%
CN(CC(=O)NC(=O)Nc1ccccc1F)Cc1ccccc1	-2%	3%	?	9%	-6%	i	-0.9%	14%	4%
O=C(CC1SC(N2CCOCC2)=NC1=O)Nc1ccc(F)cc1 (centres undefined)	10%	-18%	-3%	-1%	0%	i	-0.5%	-3%	-1%
Cc1ccc(N2CC(C(=O)OCC(=O)Nc3ccc(F)cc3F)CC2=O)cc1 (centres undefined)	6%	-9%	1%	-3%	3%	i	-0.6%	.	-72%
O=C(NCc1ccc2c(c1)OCO2)c1ccc(CSCc2cccc(Cl)c2)o1	18%	?	6%	-2%	-10%	i	-0.2%[9.22 µM]	-5%	-13%
COCCCNc1ccn2nc(-c3ccccc3)cc2n1	.	-10%	.	4%	.	i	-1.7%	?	-6%
O=C(O)CSCCOc1ccc(OCCSCC(=O)O)cc1	0%	10%	1%	17%	2%	i	0.2%	-6%	7%
CC1(C(=O)O)CCCN(C(=O)c2cc3ccccc3s2)C1 (centres undefined)	.	-3%	.	1%	.	i	0.7%[9.22 µM]	10%	5%
CCOc1ccc2nc(NC(=O)C3=NN(c4ccccc4)C(=O)CC3)sc2c1	0%	-24%	?	-4%	11%	i	-0.8%	.	-3%
Cc1cc(C)c(S(=O)(=O)NCC(c2ccco2)N2CCOCC2)c(C)c1 (centres undefined)	0%	-15%	.	.	.	i	-0.2%	-14%	-9%
COc1ccc(N2CC(NC(=O)c3ccc(S(=O)(=O)N4CCCC4)cc3)CC2=O)cc1 (centres undefined)	4%	-7%	.	.	.	.	-0.7%	.	-23%
Cc1cc(/C=C\c2nc(O)c([N+](=O)[O-])c(=O)[nH]2)c(C)n1-c1ccccc1	-28%	-3%	1%	-11%	0%	?	-0.7%	-21%	6%
Cc1oc(-c2cccc(F)c2)nc1CN1CCCCC1CCn1cccn1 (centres undefined)	-5%	-10%	18%	4%	6%	i	0.3%	-5%	-11%
CC(C)c1nn2c(=O)cc(COC(=O)COc3ccccc3F)nc2s1	3%	?	.	.	36%	i	2.4%	6%	-1%
COC(=O)c1sccc1NC(=O)Nc1cc(C)ccc1C	0%	-20%	-7%	4%	0%	i	29%	-5%	-6%

Some of these compounds in order of molar mass, low to high.
SMILES	A549 viability	TGFb inhibitor	MCF10A rerep	EPAC2 antag	Nrf2 block	ATXN viability	Nrf2 activator	ATXN2 expr inh	HepG2 viability
O=C(CC1SC(N2CCOCC2)=NC1=O)Nc1ccc(F)cc1 (centres undefined)	10%	-18%	-3%	-1%	0%	i	-0.5%	-3%	-1%
CC1(C)CC(=O)C2=C(C1)N(C1CCCCC1)C(=O)C2(O)C(F)(F)F (centres undefined)	3%	-3%	0%	9%	7%	.	-0.4%	.	3%
Cc1ccccc1-c1cc(C(=O)NCC2CC2)nn1CC1CC(c2cccc([N+](=O)[O-])c2)=NO1 (centres undefined)	-3%	?	12%	-3%	?	?	4.0%	-18%	-2%

Other structures.
SMILES	A549 viability	TGFb inhibitor	MCF10A rerep	EPAC2 antag	Nrf2 block	ATXN viability	Nrf2 activator	ATXN2 expr inh	HepG2 viability
Cc1ccc(S(=O)(=O)N2CCN(c3cnn(C)c(=O)c3Cl)CC2)cc1	3%	-12%	23%	0%	1%	i	-0.2%	1%	-5%
N=c1sccn1CC(=O)N1N=C(c2ccc(Cl)cc2)CC1c1ccco1 (centres undefined)	0%	?	-8%	4%	6%	i	4.5%	-31%	-23%
CC(=O)c1ccc(NC(=O)[C@@H]2CCCN2C(=O)OC(C)(C)C)cc1	-2%	-21%	25%	5%	?	i	2.8%	56%[activator]	-27%
Cc1ccc(SCC(=O)OCC(=O)N(C)C2CCS(=O)(=O)C2)cc1C (centres undefined)	1%	-8%	4%	-12%	.	i	-0.2%	.	3%
COc1cccc(C(=O)Nc2cc3c(cc2Br)OCCCO3)c1	9%	4%	?	8%	?	i	7.7%	60%[activator]	8%
CC(=O)C1(O)CCC2C3CC(C)C4=CC(=O)C=CC4(C)C3(F)C(O)CC21C (centres undefined)	-6%	?	24%	4%	0.033µM*	i	0.3%	-10%	-4%
CCc1cccc(C)c1NC(=O)c1cc(S(=O)(=O)N(Cc2ccc(C(=O)OC)cc2)Cc2ccc(OC)c(OC)c2)ccc1F	-1%	-1%	.	.	.	.	0.3%	.	6%
COc1cc(C=O)ccc1OCc1cn(CC(=O)c2ccc(O)cc2)nn1	-2%	7%	-25%	-5%	7%	i	3.6%	5%	-29%
Cc1cc(COc2ccccc2OCc2cc(C)no2)on1	0%	0%	6%	17%	9%	i	0.0%	2%	-1%
CCSc1ccccc1C(=O)n1nnc2ccccc21	5%	11µM*	16µM*	-5%	.	i	11%	-7%	-30%
COC(=O)N1N=C(c2ccc(Br)cc2)CC1(O)C(F)(F)F (centres undefined)	10%	?	0%	-5%	?	i	-0.2%	41%[activator]	3%
COC(=O)CCC(C)N1CCC(Oc2ccc(C(=O)NCc3ccccn3)cc2)CC1 (centres undefined)	0%	2%	?	1%	-9%	i	-0.5%	11%	1%
CCOC(=O)N1CCN(c2ccc(C(=O)c3ccccc3)cc2F)CC1	-29%	?	?	-6%	?	i	4.0%	19%	-39%
CCOc1ccc2nc(N3CCCC(C(=O)NCCc4ccc(OC)cc4OC)C3)sc2c1 (centres undefined)	-16%	18µM*	.	.	?	.	-0.3%	.	-53%
Cc1c(NC(=O)Nc2ccccc2[N+](=O)[O-])c(=O)n(-c2ccccc2)n1C	-4%	0%	4%	0%	7%	i	0.5%	5%	-6%
COc1ccccc1C(=O)N/C(=C\c1cn(C)c2ccccc12)C(=O)N1CCOCC1	-6%	7%	0%	-3%	4%	?	0.4%	0%	12%
O=C(/C=C/c1ccc([N+](=O)[O-])s1)N1CCCC1	-23%	11µM*	-1%	-1%	21µM*	?	?	.	20µM*
Cc1ccc([C@H]2N[C@]3(CCCN(Cc4ccc(Cl)cc4)C3=O)[C@H]3C(=O)N(C)C(=O)[C@@H]23)cc1	.	-12%	.	-14%	.	i	0.6%	7%	5%
CC(C)(C(N)=O)c1ccccc1	-7%	2%	6%	0%	14%	i	-0.4%	14%	-1%
Cc1cccc(COCC(CC(C)C)N2CCN(C(=O)c3ccc(C(C)(C)C)cc3)CCC2=O)c1 (centres undefined)	?	8.9µM*	?	-4%	23µM*	?	-5.6%	?	-111%
CCOC(=O)c1[nH]c(C)c(C(=O)NCCCOC(C)C)c1C	-1%	-3%	-2%	6%	.	i	-0.6%	1%	3%
Cc1ccc(NC(=O)CSc2nc(N)cc(=O)[nH]2)cc1Cl	-7%	0%	-4%	-4%	22%	i	-0.2%	-5%	-2%
O=C(c1ccccc1Br)N1CCCC(c2nc(-c3cccs3)no2)C1 (centres undefined)	-7%	?	?	-18%	?	i	3.7%	-23%	-20%
Nc1nc(-c2ccc([N+](=O)[O-])cc2)cs1	-12%	-9%	-10%	6%	10%	?	3.6%	18%	18%
CC(C)(C)c1ccc(C(=O)NNC(=O)Cc2ccccc2)cc1	0%	15%	-1%	-4%	29%	i	2.9%	35%[activator]	-1%
COc1ccc(-c2cc(-c3n[nH]c(=S)n3-c3ccccc3Cl)[nH]n2)cc1	2%	6%	-1%	-8%	-12%	i	6.2%	6%	11%
COCc1c(C(=O)N2CCN(c3ncccn3)CC2)oc2ccccc12	11%	3%	2%	-3%	20%	i	-0.4%	-35%	-13%
Cn1c(=O)c2c(nc(N3CCCCCC3)n2CC(O)COc2ccc(Cl)cc2)n(C)c1=O (centres undefined)	11%	0%	-1%	-2%	4%	?	0.3%	-27%	-2%
CC1CCc2c(C(=O)Nc3cccc(-c4nn[nH]n4)c3)csc2C1 (centres undefined)	1%	-4%	14%	-18%	1%	i	2.2%	30%	-6%
CCOc1ccc(Nc2cc(C)c(C#N)c3nc4ccccc4n23)cc1	-5%	11%	.	.	3%	i	0.6%	3%	0%
Cc1cnn(Cc2cccnc2)c1N	0%	-19%	-2%	4%	7%	i	-0.6%	-7%	-2%
CCOC(=O)c1oc2nc(CC(C)C)c3c(c2c1N)CCCC3	2%	?	?	-27%	-6%	i	0.5%	-22%	-1%
CCOc1ccccc1NC(=O)COC(=O)COc1c(Cl)cc(Cl)c2ccc(C)nc12	-8%	-4%	-3%	-12%	5%	i	0.4%	-4%	-5%
